Screening data deposited in PubChem by NMMLSC.
Bcl-XL Bim block = inhibitors of Bim-Bcl-XL interaction, human; Q07817; Bim peptide-Bcl-XL binding, bead flow cytometry, fluorescence; inhibition, % at 10 µM; 190,000 tested, 0.04% active; AID 1007
Target sequence (Q07817 whole entry, looked up): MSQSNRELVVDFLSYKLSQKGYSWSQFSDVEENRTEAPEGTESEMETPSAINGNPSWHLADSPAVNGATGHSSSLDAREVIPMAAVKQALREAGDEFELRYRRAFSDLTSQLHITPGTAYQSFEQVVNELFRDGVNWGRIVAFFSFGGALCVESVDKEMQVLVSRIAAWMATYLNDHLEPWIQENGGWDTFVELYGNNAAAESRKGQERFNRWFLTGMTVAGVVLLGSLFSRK
Bim-Bcl-W = inhibitors of Bim-Bcl-W interaction, human | inhibition, % at 10 µM | 190,000 tested, 0.02% active | bead-based flow cytometry, Bim peptide-Bcl-W binding | AID 952;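 further: 0% = bound tracer without compound and 100% = peptide blocker; higher means less fluorescent Bim peptide bound to Bcl-W beads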
Target sequence (Q92843 whole entry, looked up): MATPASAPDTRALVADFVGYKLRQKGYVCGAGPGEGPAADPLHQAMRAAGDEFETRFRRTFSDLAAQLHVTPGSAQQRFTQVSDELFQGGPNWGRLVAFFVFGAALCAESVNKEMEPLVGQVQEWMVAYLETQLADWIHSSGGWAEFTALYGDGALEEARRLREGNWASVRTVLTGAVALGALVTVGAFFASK
ABCB1 block = inhibitors of human ABCB1 transporter, ABCG2 counter-screen; inhibition, % at 6.6 µM; CCRF-Adr cells, JC-1 efflux, flow cytometry; 190,000 tested, 0.067% active; P08183; in the data active means inhibition above about 40%;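 further: 0% = vehicle and 100% = reference inhibitor; higher value means more JC-1 retained so stronger ABCB1 efflux block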
ABCG2 inh = blocks JC-1 efflux by human ABCG2 transporter. AID 1325. 190,000 tested, 0.1% active. inhibition, % at 6.6 µM. IgMXP3 cells, flow cytometry. Q9UNQ0;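 active means inhibition above 80%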;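 further: 0% = DMSO and 100% = nicardipine control wells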
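Times: 10 min at 25 °C | Test system: Two drug-resistant human cell lines, ABCG2 and ABCB1 | Quantity: 3 million cells/mL final, two lines in 1:1 ratio | Signal: Flow cytometry, 530 nm JC-1 signal | Dosing: Compound at 6.6 µM | Controls: Nicardipine and DMSO wells | Reagent: JC-1 as fluorescent efflux pump substrate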
RGS8-Gao = regulators of human RGS8-Galphao interaction; response (percent of control binding), % at 10 µM; 220,000 tested, 0.34% active; P09471; AID 1423; multiplexed bead flow cytometry, RGS8-Galphao binding; actives lie on both sides; in the data active means response below about 60% or above about 140%; inactive means in between;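 further: Galphao activated as the GDP aluminium fluoride complex binding bead-coupled RGS8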
Bfl-1 Bim block = disrupts Bim binding to human Bfl-1 | Q16548 | Bead-based flow cytometry, Bim-Bfl-1 binding inhibition | inhibition, % at 10 µM | 190,000 tested, 0.12% active | AID 1008;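 further: 0% = wells without compound plus tracer and 100% = blocker peptide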
GSH bead fluor = GSH bead compound fluorescence profile; GSH beads flow cytometry, compound fluorescence 488/530 nm; hits give high values; fluorescence (KMESF) at 10 µM; 190,000 tested, 0.25% active; in the data active means fluorescence above about 89;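 further: glutathione beads carrying GST-tagged Bcl family fusion proteins plus one bare bead set; values are compound well signal with DMSO vehicle wells as background; inactives centre near 16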
Bim-Bcl-B = disrupts Bim peptide binding to human Bcl-B. bead-based flow cytometry. inhibition, % at 10 µM. 190,000 tested, 0.073% active. AID 951;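 further: 0% = tracer peptide without compound and 100% = reference inhibitor peptide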
Target sequence (Q9HD36 whole entry, looked up): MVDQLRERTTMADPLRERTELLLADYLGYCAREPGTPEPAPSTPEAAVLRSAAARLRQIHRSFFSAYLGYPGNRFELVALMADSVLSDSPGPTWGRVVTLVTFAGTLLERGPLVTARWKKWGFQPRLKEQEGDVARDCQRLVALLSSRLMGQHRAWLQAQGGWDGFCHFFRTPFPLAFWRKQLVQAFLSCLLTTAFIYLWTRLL
RGS7-Gao reg = modulates binding of RGS7 to human Galphao | Multiplexed bead flow cytometry; actives lie on both sides | AID 1439 | P09471 | binding response (% of control), % at 10 µM | 220,000 tested, 0.35% active; in the data active means binding response below about 49% or above about 150%; inconclusive means no clear call, values can overlap the other calls; inactive means in between;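 further: fluorescent Galphao held in activated GDP-AlF4 state binding bead-coupled RGS7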
Bcl-2 Bim block = inhibitors of Bim-Bcl-2 interaction, human; Bead-based flow cytometry, Bim peptide-Bcl-2 binding; inhibition, % at 10 µM; 190,000 tested, 0.06% active; in the data active means inhibition above about 40%; inconclusive means no clear call, values can overlap the other calls;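 further: 0% = no compound wells with probe peptide and 100% = reference peptide inhibitor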
Target sequence (P10415 whole entry, looked up): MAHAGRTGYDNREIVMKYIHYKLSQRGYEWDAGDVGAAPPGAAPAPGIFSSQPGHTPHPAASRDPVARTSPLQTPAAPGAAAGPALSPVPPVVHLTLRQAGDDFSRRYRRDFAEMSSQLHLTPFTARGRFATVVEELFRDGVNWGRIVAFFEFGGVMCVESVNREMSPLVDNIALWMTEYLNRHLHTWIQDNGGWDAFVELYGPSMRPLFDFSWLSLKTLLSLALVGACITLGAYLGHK
RGS4-Gao reg = modulates binding of RGS4 to human Galphao; P09471; Multiplexed bead flow cytometry; actives lie on both sides; binding response (% of control), % at 10 µM; 220,000 tested, 0.33% active; in the data active means binding response below about 49% or above about 150%; inactive means in between;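 further: fluorescent Galphao activated with aluminum fluoride binding bead-coupled RGS4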
* hit, by the source's call; ? = inconclusive; . = not tested or not shown; [ ] = dose if it differs, or a comment. Unless noted, no stated cut-off is given here; in the data, active means inhibition above about 40%.

SMILES	Bcl-XL Bim block	Bim-Bcl-W	ABCB1 block	ABCG2 inh	RGS8-Gao	Bfl-1 Bim block	GSH bead fluor	Bim-Bcl-B	RGS7-Gao reg	Bcl-2 Bim block	RGS4-Gao reg
O=c1[nH]c2ccccc2nc1/C=C(\O)c1cccs1	-1	1	2.9	4	103	-2	13	-14	104	5	107
Cc1cc(OC(=O)CNC(=O)OC(C)(C)C)c2c(C)cc(=O)oc2c1	-2	-1	1.0	6	91	-1	21	-1	97	-3	81
O=C(NC1CCCCC1)c1ccc(S(=O)(=O)c2ccccc2Cl)c([N+](=O)[O-])c1	-2	-2	0.4	2	102	0	12	0	99	0	95
CCCn1c(=O)c2c(c3ccccc31)OC(C)C(=O)N2 (stereo not drawn)	-4	0	0.0	0	99	-9	28	-7	101	-8	95
COc1ccccc1CNC(=O)Cn1cc2c(n1)CCCC2	-2	3	0.6	2	100	-8	22	-6	102	-10	102
Oc1ccc(Nc2nc3ccccc3nc2Nc2ccc(O)cc2)cc1	4	0	-0.3	-2	110	-10	24	-6	161*[activator]	-8	165*[activator]
Cc1occc1C(=O)N/N=C/C=C/c1ccccc1[N+](=O)[O-]	0	-3	-0.1	7	99	-5	15	-1	94	-2	96
COc1ccc(COc2ccsc2C(=O)Nc2ccc(Cl)c(Cl)c2)cc1	0	0	0.1	3	99	-1	21	-9	95	1	97
Cc1ccc(NC(=O)c2ccc(-n3cncn3)c([N+](=O)[O-])c2)cc1	-6	-3	0.4	10	99	-15	45	-11	100	-9	96
O=C(NCc1ccncc1)c1cccc(Cn2cc(Br)cn2)c1	-3	-1	1.2	4	100	-14	23	-10	102	-9	99
COc1ccccc1/C=C/C(=O)NC(=S)Nc1ccc(S(=O)(=O)N(C)c2ccccc2)cc1	-3	2	0.1	0	99	-7	24	-4	93	-5	95
CCOc1ccccc1C(=O)NC(C(=O)OCC(=O)Nc1nnc(-c2ccccc2)o1)C(C)C (stereo not drawn)	-5	-2	0.1	3	103	-8	25	-8	100	-9	101
CCN(CC)c1ccc(/C=C(\C#N)C(=O)NCc2ccco2)cc1	-6	-2	0.3	-1	103	2	14	-25	102	-1	98
COCCNC(=O)CSc1nc2cc(OC)c(OC)cc2c(=O)n1CCc1ccc(S(N)(=O)=O)cc1	0	2	0.9	1	105	-2	8	-3	103	0	104
COC(=O)c1ccc(NC(=O)C2CC(=O)N(c3cc(C)ccc3C)C2)cc1 (stereo not drawn)	1	0	0.2	1	101	0	16	0	100	1	99
Cc1oc2cc(OC(C)C(=O)O)ccc2c(=O)c1Oc1ccccc1 (stereo not drawn)	0	1	0.0	0	96	1	8	0	94	-2	94
CC(CNC(=O)C(=O)NC(C)CCc1ccccc1)Cc1ccccc1 (stereo not drawn)	-2	-1	0.9	2	103	0	9	0	107	1	105
Cn1c(SCc2ccccc2)nnc1-c1cccs1	2	-3	0.2	1	103	-2	13	-2	101	-3	103
NC(=O)CSc1cn(Cc2cccc(F)c2)c2ccccc12	0	2	1.0	5	103	2	11	0	98	2	95
O=C(Nc1ccc(N2CCN(C(=O)c3ccco3)CC2)cc1)c1ccccc1F	-1	1	0.6	3	100	1	26	-3	95	0	94
CCOC(=O)N1CCC(NC(=O)c2ccc(N3CCC4(CC3)OCCO4)c([N+](=O)[O-])c2)CC1	-1	-2	1.5	8	99	-7	16	-7	101	-2	100
O=C1/C(=C\c2cccnc2)Sc2ccccc21	-3	-2	-0.3	-3	117	-13	9	-6	110	-7	115
O=C1CC(C(=O)O)S/C(=N\NC(=O)c2ccc(F)cc2)N1 (stereo not drawn)	-5	-2	0.2	-1	103	-19	9	-6	103	-11	102
O=C(Cn1c2ccccc2c(=O)c2ccccc21)Nc1cccc(F)c1	-7	-3	-0.5	-2	98	-14	17	-14	98	-7	93
CNc1nc(N)c(C(=O)C23CC4CC(CC(C4)C2)C3)s1	0	-3	0.4	1	99	-4	12	-1	?	-2	100

An excerpt of these results, with two lines to a compound:
The line under a structure holds: Bcl-XL Bim block | Bim-Bcl-W | ABCB1 block | ABCG2 inh | RGS8-Gao | Bfl-1 Bim block | GSH bead fluor | Bim-Bcl-B | RGS7-Gao reg | Bcl-2 Bim block | RGS4-Gao reg
> Cc1ccc(NC(=O)c2ccc(-n3cncn3)c([N+](=O)[O-])c2)cc1
 : -6 | -3 | 0.4 | 10 | 99 | -15 | 45 | -11 | 100 | -9 | 96
> O=C(NCc1ccncc1)c1cccc(Cn2cc(Br)cn2)c1
 : -3 | -1 | 1.2 | 4 | 100 | -14 | 23 | -10 | 102 | -9 | 99

The results go on.
SMILES	Bcl-XL Bim block	Bim-Bcl-W	ABCB1 block	ABCG2 inh	RGS8-Gao	Bfl-1 Bim block	GSH bead fluor	Bim-Bcl-B	RGS7-Gao reg	Bcl-2 Bim block	RGS4-Gao reg
CCC(C)c1ccc(O)c(NC(=O)c2ncn[nH]2)c1 (stereo not drawn)	-6	-1	-0.5	-1	100	-12	29	-12	98	-12	104
O=C(COc1cccc(NC(=O)c2cccc([N+](=O)[O-])c2)c1)c1ccc(F)cc1	.	.	0.5	9	97	.	26	.	103	?	102
CCOC(=O)N1CCN(C(=O)c2ccc(Cl)c(S(=O)(=O)N3CCOCC3)c2)CC1	0	1	0.2	0	100	1	8	2	99	0	102
O=C(NC1CCCCC1)N1CCCC1	0	0	0.4	1	100	1	15	0	102	2	100
O=C(CSc1nc2[nH]ncc2c(=O)n1-c1ccccc1)NCc1cccs1	-1	-2	0.6	1	106	-4	12	0	105	1	104
c1cncc(-c2nc(-c3ccc4c(c3)OCO4)cs2)c1	1	0	1.2	5	101	1	14	2	98	1	99
COc1cccc(N(C(=O)c2nc3nccc(C)n3n2)c2nc3ccccc3s2)c1	2	4	1.2	17	114	5	10	4	109	2	105
CC(C)CN(C(=O)COC(=O)C1c2ccccc2Oc2ccccc21)C1CCS(=O)(=O)C1 (stereo not drawn)	-1	-3	1.2	2	95	-15	17	-8	94	-6	94
COc1cc(CNCc2ccccn2)ccc1OCC(N)=O	0	0	0.7	2	96	-3	17	-1	104	-5	101
O=C(NNC1=NCCC1)c1cccc(S(=O)(=O)N2CCCCC2)c1	-10	-5	-0.9	-7	104	3	19	-1	108	0	104
COC(=O)c1ccc(-c2noc(CN3CCCCC3c3nccn3C)n2)cc1 (stereo not drawn)	-2	0	0.6	1	104	-8	9	0	94	-4	98
CC1=CC(C)(C)Nc2ccc(C)cc21	-1	-1	1.5	2	101	2	19	-2	102	-3	102
O=C(OCCCN1C(=O)c2ccccc2C1=O)c1ccco1	-2	4	0.1	0	103	-8	6	-2	98	-6	102
Cc1cc(C(=O)COc2ncnc3sccc23)c(C)n1C1CC1	-4	0	1.5	3	99	-2	8	-2	97	-5	99
COc1ccc(NC(=S)NNC(=O)CNc2ccc(Cl)cc2)cc1	-11	-3	0.1	0	97	3	15	-49	?	-6	100
Cc1ccc(S(=O)(=O)NC(C)(C)CSc2nnc(Nc3ccccc3)s2)cc1	-1	-5	1.7	6	101	-4	17	-3	96	-2	101
COc1cc(OC)cc(-c2nc3ccccc3c(=O)n2OC(=O)c2ccc(C)c(C)c2)c1	-4	-2	-0.8	-21	97	-4	11	-1	97	-2	96
O=C(Nc1ccc2c(c1)OCO2)N1CCN(C/C=C/c2ccccc2)CC1	-3	-1	0.7	6	112	2	55	2	96	-2	95
CC1(C)C(c2cccs2)=[N+]([O-])C2(CCCCC/C2=N\NC(N)=S)N1O (stereo not drawn)	-7	-1	-0.7	-2	101	-21	23	-9	98	-10	98
CCc1cc(=O)[nH]c(SCc2ccc(C)cc2)n1	0	1	0.3	2	102	-3	13	0	?	0	103
O=C(CSCc1ccc(Cl)cc1)N1CCCCC1	0	-2	2.4	5	102	-5	63	-7	97	-6	97
COc1ccc(CN(C(=O)c2oc3ccccc3c2C)C2CCS(=O)(=O)C2)cc1 (stereo not drawn)	0	0	0.8	4	98	-2	14	-3	93	-3	97
Cc1cc(C)n(-c2nc3c(c(=O)[nH]c(=O)n3C)n2CC(O)COc2ccc(Cl)cc2Cl)n1 (stereo not drawn)	.	.	1.3	6	82	.	27	.	100	?	94
COc1cc(CNCCc2ccccc2F)ccc1OCC(=O)N1CCCCC1	-2	-1	0.4	0	102	-6	18	-2	101	-3	101
Cc1cc(SC(C)C(=O)Nc2c(C)n(C)n(-c3ccccc3)c2=O)nc2ccccc12 (stereo not drawn)	-3	-5	0.9	2	99	2	12	-8	102	-1	99
Cc1ccc(NC(=O)Cn2c(=O)n(Cc3ccco3)c(=N)c3c4c(sc32)COC(C)(C)C4)cc1	-9	0	1.7	-3	99	-24	25	-4	97	-9	95
COc1ccc(N(CC(=O)Nc2ccc(S(=O)(=O)N3CCOCC3)cc2)S(=O)(=O)c2ccccc2)cc1	-2	-2	0.0	0	100	-1	13	-4	98	-1	101
O=C(Nc1cccnc1)c1ccc(F)cc1	-4	-4	0.2	1	106	-3	11	-3	106	-5	108
O=C(Nc1nc2nc(-c3ccccc3)cc(-c3ccccc3)n2n1)c1ccco1	-4	0	0.7	4	100	-9	23	-6	101	-7	103
CC(=O)C(Sc1nc(N(C)C)nc(N(C)C)n1)C(=O)Nc1ccccc1 (stereo not drawn)	-4	-2	-0.1	2	96	-5	14	-3	93	-4	93

Already shown: eleven of the compounds above.
SMILES	Bcl-XL Bim block	Bim-Bcl-W	ABCB1 block	ABCG2 inh	RGS8-Gao	Bfl-1 Bim block	GSH bead fluor	Bim-Bcl-B	RGS7-Gao reg	Bcl-2 Bim block	RGS4-Gao reg
CCc1cc(=O)[nH]c(SCc2ccc(C)cc2)n1	0	1	0.3	2	102	-3	13	0	?	0	103
O=C(CSCc1ccc(Cl)cc1)N1CCCCC1	0	-2	2.4	5	102	-5	63	-7	97	-6	97
COc1ccc(CN(C(=O)c2oc3ccccc3c2C)C2CCS(=O)(=O)C2)cc1 (stereo not drawn)	0	0	0.8	4	98	-2	14	-3	93	-3	97
Cc1cc(C)n(-c2nc3c(c(=O)[nH]c(=O)n3C)n2CC(O)COc2ccc(Cl)cc2Cl)n1 (stereo not drawn)	.	.	1.3	6	82	.	27	.	100	?	94
COc1cc(CNCCc2ccccc2F)ccc1OCC(=O)N1CCCCC1	-2	-1	0.4	0	102	-6	18	-2	101	-3	101
Cc1cc(SC(C)C(=O)Nc2c(C)n(C)n(-c3ccccc3)c2=O)nc2ccccc12 (stereo not drawn)	-3	-5	0.9	2	99	2	12	-8	102	-1	99
Cc1ccc(NC(=O)Cn2c(=O)n(Cc3ccco3)c(=N)c3c4c(sc32)COC(C)(C)C4)cc1	-9	0	1.7	-3	99	-24	25	-4	97	-9	95
COc1ccc(N(CC(=O)Nc2ccc(S(=O)(=O)N3CCOCC3)cc2)S(=O)(=O)c2ccccc2)cc1	-2	-2	0.0	0	100	-1	13	-4	98	-1	101
O=C(Nc1cccnc1)c1ccc(F)cc1	-4	-4	0.2	1	106	-3	11	-3	106	-5	108
O=C(Nc1nc2nc(-c3ccccc3)cc(-c3ccccc3)n2n1)c1ccco1	-4	0	0.7	4	100	-9	23	-6	101	-7	103
CC(=O)C(Sc1nc(N(C)C)nc(N(C)C)n1)C(=O)Nc1ccccc1 (stereo not drawn)	-4	-2	-0.1	2	96	-5	14	-3	93	-4	93
